High-throughput results (PubChem)
Cav32 inh = Cav3.2 calcium influx blockers – cell-based, Fluo-4 calcium fluorescence, FDSS, MLSMR library, primary screen; AID 449739, 2010; 4% of 100,000 active; Voltage-dependent T-type calcium channel subunit alpha-1H (Homo sapiens), O95180; Cav3.2-expressing cells; hits give low values; B-score at 10 µM;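 active means single-dose well whose peak fluorescence ratio is a statistical outlier from its plate by either plate-standardised score or position-corrected B-score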
* = called active by the depositor. An excerpt; the hit share may differ from the screen's.

#	Molecule	Cav32 inh
1	COc1ccc(OCCN2CCN(C3CC(=O)N(CCC(C)C)C3=O)CC2)cc1 (stereo not given)	0.1
2	Cc1ccccc1OCCNC(=O)c1ccccc1Sc1ccccc1C#N	-5.5*
3	COc1cccc(NC(=O)N2CCCC(C(=O)Nc3ccccc3OC)C2)c1 (stereo not given)	1.1
4	COC(C(=O)Nc1ccc(F)cc1)c1ccccc1 (stereo not given)	-1.3
5	CCOC(=O)C(NC(=O)c1ccc(F)cc1)(Nc1nnc(C)s1)C(F)(F)F (stereo not given)	0.45
6	Cc1ccc(C(C)C)c(OCC(=O)Nc2ccc(N3CCN(S(C)(=O)=O)CC3)cc2)c1	0.59
7	Cn1nc(-c2ccccc2)c(CSc2ccccc2)c1Cl	-0.055
8	COc1ccc(C(=O)CSc2nnc(CCc3ccccc3)n2-c2ccccc2)cc1	-2
9	CCCCN(CC)C(=O)Cc1cn(C)c2ccccc12	-0.083
10	CC(C)OCC(O)CN1CCNCC1 (stereo not given)	-0.55
11	CN(CCO)C(=O)CCC(=O)Nc1ccc(S(N)(=O)=O)cc1	0.21
12	O=C(c1ccccc1F)N1CCN(c2ccccc2)CC1	0.18
13	CCC(=O)c1ccc(OCC(O)CN2CCOCC2)cc1 (stereo not given)	0.64
14	CC1(C)CC(=O)/C(=C(\O)c2ccccc2)C(=NCCO)C1	2
15	CCCn1c(CCc2ccccc2)nnc1SCC(=O)N1CCOCC1	0.73
16	Cc1ccc(NC(=O)c2nccnc2C(=O)O)cc1C	-0.52
17	Cc1cc(C)n2c(SCC#N)nnc2n1	0.71
18	CCOC(=O)c1[nH]c2ccccc2c1NC(=O)C(C)(C)C	0.33
19	CCN(c1ccccc1)S(=O)(=O)c1cc(C(=O)O)ccc1C	-0.52
20	CCC(C)[C@H](NC(=O)NCc1ccco1)C(=O)O (stereo not given in full)	1.8
21	CCNC(=O)CCn1nc(-c2ccc(Cl)cc2)c2ccccc2c1=O	0.27
22	CC(=O)CCn1c(=O)n(CCC(C)=O)c(=O)n(CCC(C)=O)c1=O	0.49
23	COC(=O)c1c(N)n(-c2ccc(NC(C)=O)cc2)c2nc3ccccc3nc12	0.42
24	Cc1cccc(NC(=O)NNC(=O)c2cc(-c3ccccc3Cl)nc3ccccc23)c1	1.5
25	CCC(C)(C)n1nnnc1C(c1cccnc1)N1CCN(c2cccc(C(F)(F)F)c2)CC1 (stereo not given)	-5.1*
26	O=C(CNC(=S)NC(=O)c1ccco1)c1ccccc1	0.5
27	COc1ccc2c(-c3cccnc3)cc(=O)[nH]c2c1	0.021
28	COc1ccc(C2(C)NC(=O)N(CC(=O)Nc3ccc4c(c3)OCO4)C2=O)cc1OC (stereo not given)	-1.6
29	O=C(NCc1ccc2c(c1)OCO2)C1CC(c2ccc(Cl)cc2)=NO1 (stereo not given)	-5.6*
30	Cc1ccc2[nH]c3c(c2c1)CCC3=O	-0.018

Next compounds.
#	Molecule	Cav32 inh
31	COc1cc(NC(=O)CN2c3cccc4cccc(c34)S2(=O)=O)cc(OC)c1OC	-0.27
32	CC(C)(C)NC(=O)Cn1c(SCC(=O)NCc2cccs2)nc2ccccc21	0.41
33	COc1cc(C(=O)OCCN2CCCCC2)ccc1O	-0.1
34	CCOc1ccc2nc(NC(=O)CSc3nnnn3C3CCCCC3)sc2c1	-1.7
35	CCn1c(COc2ccc3c(c2)OCO3)nnc1SCC(=O)O	-0.21
36	CCOC(=O)N1CCN(Cc2ccccc2F)CC1	-0.43
37	Cc1cc(C)c(S(=O)(=O)N2CCC(C(N)=O)CC2)cc1C	-0.51
38	CCCn1c(SCC(=O)N2CCN(c3ccccc3)CC2)nc2ccccc2c1=O	-6.2*
39	COc1ccc(Cc2nc3ccc(S(N)(=O)=O)cc3[nH]2)cc1OC	0.56
40	Cc1c(C)c2ccc(OCc3ccc(C(=O)O)o3)c(C)c2oc1=O	1.3
41	CCC(=O)NC1(C(F)(F)F)C(=O)Nc2c1c(=O)[nH]c(=O)n2Cc1ccco1 (stereo not given)	0.2
42	Cn1c(=O)[nH]c(=O)c2c1nc(NCc1ccccc1)n2CCCc1ccccc1	-0.44
43	N#CC1=C(N)Oc2n[nH]c(-c3cccs3)c2C1c1ccsc1 (stereo not given)	-0.23
44	N#Cc1cccc(C(c2nnnn2C2CCCC2)N2CCCCCC2)c1 (stereo not given)	-4.2
45	O=C(C1CCN(S(=O)(=O)N2CCCC2)CC1)N1CCCCC1	1.4
46	CCC(C)N(C(=O)Cn1nnc2ccccc21)C(C(=O)Nc1ccc(F)cc1)c1cccc(OC)c1 (stereo not given)	-1.9
47	COC(=O)c1oc2c(c1C)C1(CCC2)SCCS1	-4.2
48	N#CCCn1cc(/C=N/O)c(-c2ccc(Cl)cc2)n1	0.74
49	CCn1c(=N)n(CC(=O)C(C)(C)C)c2ccccc21	0.44
50	CCCC(=O)Nc1ccc(C(=O)N/N=C2\CC(=O)CC(C)(C)C2)cc1	0.98
51	O=C(Cn1c(=O)n(Cc2ccc3c(c2)OCO3)c(=O)c2ccccc21)N1CCCc2ccccc21	-7.1*
52	COc1cc(/C=N/NC(=O)CCc2c(C)n[nH]c2C)ccc1O	-0.66
53	Cn1cnc2c1c(=O)n(CC(O)CO)c(=O)n2C (stereo not given)	0.1
54	CCC(=O)NCCn1ccc2ccccc21	1.2
55	CC(/C=C/c1ccccc1)NC(N)=O (stereo not given)	-0.85
56	CCCC(=O)Nc1ccccc1N1CCN(C(=O)C(C)C)CC1	0.32
57	CC(=O)Nc1ccc(NC(=O)CNS(=O)(=O)c2ccc(C)cc2)cc1	0.6
58	O=C(c1nc2ccccc2s1)N1CCN(c2ccccn2)CC1	-0.65
59	O=C(Oc1ccc(OC(=O)N2CCCCC2)cc1)c1ccccc1	-0.64
60	COCCNC(=O)C(c1ccc(C)o1)N(Cc1ccc(F)cc1)C(=O)Cn1nnc2ccccc21 (stereo not given)	0.51

(continued)
#	Molecule	Cav32 inh
61	CCN(CC)c1ccc(/C=C(/C#N)c2nc3ccccc3[nH]2)c(OC(C)C)c1	-3.5*
62	Cc1ccc(-c2cc(-c3nnc(SCC(=O)N(C)CCC#N)n3N)c3ccccc3n2)cc1	0.79
63	O=C1c2cccc3cccc(c23)N1CN1CCN(c2ccccn2)CC1	-0.013
64	CCOc1ccc(NS(=O)(=O)c2ccc3c(c2)CCN3C(=O)CCC(=O)O)cc1	0.74
65	CCCCn1c(SCC(=O)NC(C)(C)C)nnc1-c1ccco1	1
66	CC(=O)Nc1cc(C(=O)N2CCCC2)ccc1Sc1ccc(C)cc1	-2.1
67	Cc1ccc2c(c1)COc1c3ccc(C(=O)NC(C)C)cc3nn1-2	-0.96
68	Cc1ccccc1C(=O)NC1CCN(C(=O)N2CCOCC2)CC1	-0.37
69	N#Cc1nc(COc2cccc(Cl)c2)oc1N1CCN(c2ccccc2)CC1	-2.4
70	COC(=O)c1[nH]c2ccc(F)cc2c1NS(=O)(=O)c1ccc(OC)cc1OC	-2
71	O=C(Nc1ccccc1Cc1ccccc1)C1CC(=O)N(c2ccc3c(c2)OCCO3)C1 (stereo not given)	-1.1
72	O=C(C1=C[C@H](c2csc3ccccc23)C[C@H](OCCCCO)O1)N1CCN(Cc2ccc3c(c2)OCO3)CC1	-1.9
73	COCCCn1nnnc1SCC(=O)N1CCCC1	1.1
74	CCC(=O)NC(C)C(c1cccs1)N1CCOCC1 (stereo not given)	0.14
75	COc1ccc(CCNC(=O)c2ccc(CNS(=O)(=O)c3cc(C)ccc3C)cc2)cc1OC	-2
76	CCO[C@H]1OC(C(=O)Nc2ccccc2)=C[C@@H](c2coc3ccccc3c2=O)[C@@H]1CCCO	-0.37
77	C=CCSc1n[nH]c(-c2ccc(OCCCC)cc2)n1	-1.4
78	Cc1ccc(NC(=O)NC2(C(=O)NCc3ccco3)CCCCC2)cc1	1
79	COc1ccc(NC(=O)C(NC(C)=O)C(=O)NCc2ccccc2OC)cc1 (stereo not given)	0.046
80	CCc1nnc(NC(=O)C2CCN(c3nccc(C)n3)CC2)s1	0.57
81	CC(C)c1cc(C(=O)O)n[nH]1	-0.051
82	COC(=O)c1c(NC(=O)CSc2nnc(Cn3nnc4ccccc43)n2C)sc(C)c1C	-0.53
83	Cc1cccc(-n2c(N)c(C(=O)NCCN3CCOCC3)c3nc4ccccc4nc32)c1	-0.21
84	N#Cc1c2n(c3c(=O)n(Cc4ccccc4Cl)cnc13)CCCC2	0.98
85	O=S(=O)(c1cccc2cccnc12)N1CCN(Cc2ccc3c(c2)OCO3)CC1	0.088
86	Cc1ccc(NC(=O)c2sc(Cl)nc2-c2ccccc2)cc1	-0.69
87	Cc1ccc(S(=O)(=O)N2CCN(C(=O)CN3CCOCC3)C2C(C)C)cc1 (stereo not given)	-0.43
88	COCCOC(=O)C1=C(C)NC2=C(C(=O)CC(C)(C)C2)C1c1cccnc1 (stereo not given)	1.1
89	CC1=CC(C)C2(CO)COC(c3ccccc3O)C1C2C (stereo not given)	-2.7
90	COc1ccccc1Oc1ccc2c(c1)C(=O)N(c1ccccc1)C2=O	0.33

Entries by screen from the entries so far:
Nos. 61–68 in Cav32 inh: -3.5*, 0.79, -0.013, 0.74, 1, -2.1, -0.96, -0.37

Later entries.
#	Molecule	Cav32 inh
91	Cc1noc(C)c1C(=O)OCC(=O)c1ccc[nH]1	-0.047
92	COc1ccc(N2CCN(C(=O)CSc3nnc(-c4cc5ccccc5cc4O)n3C)CC2)cc1	0.8
93	CCCOc1c(Br)cc(/C=N/O)cc1OC	-1.3
94	Cc1c(Cl)cccc1-n1ccnc1SCC(=O)O	0.25
95	Cc1ccc(-c2nnc(N3CCN(C(=O)c4ccco4)CC3)c3ccccc23)cc1	0.0084
96	O=C(Nc1cccc(Cl)c1N1CCCCC1)c1ccc2c(c1)OCCO2	0.18
97	Cc1ccc(S(=O)(=O)NCCNc2ccc([N+](=O)[O-])cc2C(F)(F)F)cc1	-4.6
98	Cc1ccc(C)c(NC(=S)NC(NC(=O)Cc2ccccc2)C(Cl)(Cl)Cl)c1 (stereo not given)	-0.18
99	CCc1ccc(-c2nc(NC(=S)NC(=O)c3cccs3)sc2C)cc1	0.91
100	COc1ccc(NC(=O)CSc2nc3ccccc3c(=O)n2CCC(=O)N2CCCCC2)cc1	-4.2
101	C=CCc1cc(C=O)cc(OC)c1OCc1c(Cl)cccc1Cl	-1.1
102	Cc1ccc(N2C(N)=NC(N)=NC23CCCC3)c(C)c1	0.18
103	CCCCCOCC(O)CCC(=O)NN (stereo not given)	0.94
104	CCc1nnc(NC(=O)CSc2nnc(-c3cc4ccccc4cc3O)n2CC)s1	-1.7
105	Cc1ccc(OCc2nnc(SCc3cc(=O)[nH]c4ccccc34)o2)cc1	-1.6
106	COc1cc(C(=O)N(Cc2cc3cc(C)ccc3[nH]c2=O)CC2CCCO2)cc(OC)c1OC (stereo not given)	0.6
107	CCOC(=O)Cn1nc(/C=C/c2ccc(OC)cc2)ccc1=O	0.0039
108	C/C=C(/C)C(=O)O[C@@H]1c2c(ccc3ccc(=O)oc23)O[C@@H]1C(C)(C)OC(=O)/C(C)=C\C	-0.75
109	O=S(=O)(c1ccc(-c2nnc(SCc3ccccc3)o2)cc1)N1CCCC1	-0.19
110	CCOC(=O)c1cc2c(s1)-c1ccccc1CC2	-0.44
111	COCCN(Cc1cc2ccccc2[nH]c1=O)C(=O)c1ccccc1OC	-0.29
112	O=C(CCc1c[nH]c2ccccc12)NC1CC1	-0.68
113	CCn1c(CNC(=O)COC)nc2ccccc21	0.022
114	Cc1ccc(OCc2nnc(SCC(=O)c3ccccc3)n2-c2ccccc2)cc1	-4.4*
115	Cc1cc(C)c(C(N)=O)c(Nc2ccc3c(c2)OCCO3)n1	0.47
116	CC1(C)CC(=O)C2=C(C1)N(Cc1ccco1)C(=O)C2(NC(=O)c1cccnc1)C(F)(F)F (stereo not given)	1.3
117	O=C(CSCc1cccc(Cl)c1)N/N=C/c1ccc(OCC(=O)N2CCCCC2)cc1	-2.3
118	CC(=O)Nc1nc(C)c(Oc2ccc(Cl)cc2Cl)c(=O)[nH]1	0.66
119	CCCCn1c(N)c(-c2nc3ccccc3s2)c2c([N+](=O)[O-])nn(CC)c(=O)c21	-0.28
120	CCOC(=O)C1C(=O)OC2(CCCC2)C1C(=O)OCC (stereo not given)	0.078

Later entries.
#	Molecule	Cav32 inh
121	CC(/C=C/c1ccco1)=N\NC(=O)c1cc(C)[nH]n1	-0.041
122	COc1ccc(NC(=O)CCc2nc(-c3ccc(C)cc3)no2)cc1Cl	-0.77
123	Cc1ccc2[nH]c(-c3ccccc3)c(CN3CCOCC3)c(=O)c2c1	0.0011
124	COc1ccc2[nH]c3nc(SCc4nnc(-c5ccc(C)cc5)o4)nnc3c2c1	0.77
125	CCOC(=O)/C(C#N)=C1/C=CN(C)C(C)=N1	-0.14
126	Cn1c(N)c(C(=O)COC(=O)C2(c3cccc(F)c3)CCCC2)c(=O)n(C)c1=O	-0.98
127	Nc1cccc2c1C(=O)N(C(=O)c1ccc(Cl)c(S(=O)(=O)N3CCCCCC3)c1)C2=O	-0.32
128	COc1ccc2c(c1OC)CN1CCc3cc4c(cc3[C@@H]1[C@@H]2O)OCO4	-0.33
129	CC(=O)c1ccc(N2CCCCCC2)c(F)c1	0.57

Exported as labelled records: 4 of the compounds above
126	Cn1c(N)c(C(=O)COC(=O)C2(c3cccc(F)c3)CCCC2)c(=O)n(C)c1=O
- Cav32 inh: -0.98

127	Nc1cccc2c1C(=O)N(C(=O)c1ccc(Cl)c(S(=O)(=O)N3CCCCCC3)c1)C2=O
- Cav32 inh: -0.32

128	COc1ccc2c(c1OC)CN1CCc3cc4c(cc3[C@@H]1[C@@H]2O)OCO4
- Cav32 inh: -0.33

129	CC(=O)c1ccc(N2CCCCCC2)c(F)c1
- Cav32 inh: 0.57

Rewritten with each value named: part of the list above.
125) CCOC(=O)/C(C#N)=C1/C=CN(C)C(C)=N1
  Cav32 inh: -0.14

126) Cn1c(N)c(C(=O)COC(=O)C2(c3cccc(F)c3)CCCC2)c(=O)n(C)c1=O
  Cav32 inh: -0.98
